# MEKK3 PB1 HTS: modulators (inhibitors or enhancers) of MEK5 binding to human MEKK3 PB1 domain; bead-based flow cytometry, Alexa488-MEK5 binding to MEKK3; actives lie on both sides; 0 = blocked by unlabeled MEK5, 100 = vehicle; binding response (% of control), % at 10 µM; hit rate 1.4% among 290,000; AID 1529;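 active means binding response more than 3 SD above or below the average of its plate-row segment, actives on both sides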;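 further: Alexa488 bead fluorescence after subtracting the streptavidin-only scavenger bead signal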
# pCIP destab: compounds decreasing mouse p/CIP protein stability; F442A p/CIP-EGFP cells, EGFP fluorescence, 16 h; decrease of EGFP signal, % at 10 µM; hit rate 0.01% among 290,000;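 active means EGFP signal decrease of at least 30% at 10 µM or well 3 SD below plate mean, unless failing retest; inactive means the rest, including hits failing retest or dose response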; further: some compounds called inactive have numbers as strong as hits; many of its hits are not listed in these tables
# PHOSPHO1 block: inhibitors of human PHOSPHO1 phosphatase. recombinant PHOSPHO1, absorbance phosphatase assay. inhibition, % at 13.3 µM. hit rate 1.1% among 290,000. AID 1565; in the data active means inhibition above about 60%
# M4 PAM: potentiates acetylcholine response at human M4 receptor. P08173. CHO-K1 hM4/Gqi5, Fluo-8 calcium fluorescence, ACh EC20; 0% = ACh EC20, 100% = maximal ACh. activation, % at 3 µM. hit rate 0.4% among 360,000. AID 624126;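 active means activation above its plate's cutoff, the mean activation of sample wells plus 3 SD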; further: some results filed as inactive read as strong as hits
# Target sequence (P08173 whole entry, looked up): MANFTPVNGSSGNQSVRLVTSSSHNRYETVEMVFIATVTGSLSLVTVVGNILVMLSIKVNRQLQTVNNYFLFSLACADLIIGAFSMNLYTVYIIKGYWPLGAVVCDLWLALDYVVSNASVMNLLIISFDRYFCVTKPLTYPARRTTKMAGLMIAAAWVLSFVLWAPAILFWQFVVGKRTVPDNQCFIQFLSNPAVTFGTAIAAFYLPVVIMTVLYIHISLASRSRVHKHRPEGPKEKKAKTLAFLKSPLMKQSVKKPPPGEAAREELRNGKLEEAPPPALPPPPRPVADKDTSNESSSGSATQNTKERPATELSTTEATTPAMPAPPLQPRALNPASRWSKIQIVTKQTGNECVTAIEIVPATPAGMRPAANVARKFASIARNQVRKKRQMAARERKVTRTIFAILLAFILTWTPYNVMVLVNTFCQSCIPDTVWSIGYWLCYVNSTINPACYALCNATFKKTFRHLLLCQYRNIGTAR
# IDE cell inh: inhibitors of human insulin-degrading enzyme in cells. P14735. HEK cells, FAbetaB cleavage, fluorescence polarization. inhibition, % at 5.59 µM. hit rate 0.41% among 320,000. AID 434962;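 active means percent inhibition above the average of all tested compounds plus 3 SD, set per screening campaign, cut at about 16% in these data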;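 further: IDE supplied by intact live HEK cells; FP after avidin binding of uncleaved biotin substrate so inhibition keeps polarization high; 0% = DMSO wells and 100% = 60 µM reference IDE inhibitor Ii1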
# GalR3 antag: human GalR3 antagonism. O60755. HEK293 GalR3-CNG cAMP membrane potential fluorescence; galR3 body fused to GalR1 C-terminus. inhibition, % at 3 µM. hit rate 0.44% among 360,000;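 active means inhibition above the screen-wide average plus 3 SD, cut at about 13% in these data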;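 further: forskolin and galanin both at EC90 stimulate the cells; cAMP rise reported by CNG channel membrane potential dye signal; 0% = forskolin plus galanin with DMSO and 100% = forskolin alone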
# Target sequence (O60755 1-299 limits assumed): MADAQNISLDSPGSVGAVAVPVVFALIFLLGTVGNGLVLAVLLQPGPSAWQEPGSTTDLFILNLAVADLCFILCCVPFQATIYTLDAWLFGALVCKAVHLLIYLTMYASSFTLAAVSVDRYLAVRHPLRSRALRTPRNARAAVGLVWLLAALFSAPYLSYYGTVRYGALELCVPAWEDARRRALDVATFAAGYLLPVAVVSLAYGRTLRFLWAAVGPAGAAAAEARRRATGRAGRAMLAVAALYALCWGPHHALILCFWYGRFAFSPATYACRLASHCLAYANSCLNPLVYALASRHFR
# CRFR2-BP antag: blocks CRF-induced signaling of the CRF-BP/CRF-R2 complex | hit rate 0.59% among 350,000 | HEK293 CRF-R2/CRF-BP, CRF-induced calcium fluorescence | inhibition, % at 11.8 µM;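 active means inhibition of the ligand-induced calcium signal above about 50% at the single tested concentration, limit read from the data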
# IDE cell activ: boosts human insulin-degrading enzyme activity in HEK cells; FAbeta-B cleavage, fluorescence polarization; 0% vehicle, 100% cell-free pure enzyme wells; activation, % at 5.96 µM; P14735; hit rate 0.073% among 340,000;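 active means activation above the mean of all tested compounds plus 3 SD, set per screening campaign, cut at about 17% in these data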
# CRFR2-BP ag: agonists of human CRF-binding protein/CRF-R2 receptor complex. activation, % at 13.2 µM. HEK293 CRF-R2/CRF-BP, calcium dye fluorescence (FLIPR); percent of saturating CRF peptide response. hit rate 0.46% among 350,000;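 active means activation of at least 50%, plus an integration ratio under a set limit after plate pattern correction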;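 further: plate controls were neutral control wells without compound for no effect and CRF at EC100 for full effect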
# Numbers without * were called inactive; x = no result given.
SMILES,MEKK3 PB1 HTS,pCIP destab,PHOSPHO1 block,M4 PAM,IDE cell inh,GalR3 antag,CRFR2-BP antag,IDE cell activ,CRFR2-BP ag
COc1ccc(CC(=O)Nc2cccc3c2CCCC3)cc1,102,-4,-8,-3,4,-9,5,2,-1.0
CC1Cc2ccccc2N1C(=O)CN1C(=O)CN(C)C(=O)c2ccccc21 (centres undefined),93,4,6,-2,-2,4,11,4,-2.0
Cc1cccc2cc(C#N)c(SCC(=O)NNC(=O)Cc3ccccc3)nc12,96,2,28,12,3,-6,13,2,7.4
Cc1oc2cc(O)ccc2c(=O)c1-c1cnn(-c2ccccc2)c1,100,-1,-14,9,2,2,-6,2,-2.5
COCc1nnc(NC(=O)CS(=O)(=O)c2ccc(C)cc2)s1,97,-8,10,6,-4,-9,1,1,-1.4
COc1ccc(NC(=O)CN2C(=O)NC3(CCCCC3C)C2=O)cc1OC (centres undefined),x,x,x,7,-2,-1,3,2,0.5
C[C@H]1CCCCO[C@@H](CN(C)S(=O)(=O)c2ccc(F)cc2)[C@@H](C)CN([C@@H](C)CO)C(=O)c2cc(NC(=O)Nc3ccc4c(c3)OCO4)ccc2O1,x,x,x,1,x,-6,1,x,-0.8
CN(Cc1cccs1)C(=O)Cc1csc(-c2ccccc2)n1,105,7,18,4,2,-6,-2,2,-2.9
C/C(Cn1nnc2ccccc21)=N\OC(=O)c1cc(F)c(F)cc1Cl,81,-19,19,4,2,-4,-26,5,-1.2
CCCOc1cccc(C(=O)NCCNC(=O)c2ccco2)c1,100,-9,24,-4,3,-3,15,5,-1.3
CN(CCO)C(=O)C(c1ccccc1)c1ccccc1,95,-5,12,-18,0,3,-7,3,5.9
COc1ccc(C(=O)NCC(=O)OCC(=O)N2N=C(c3ccc(Cl)cc3)CC2c2ccco2)cc1OC (centres undefined),82,-4,40,-6,-3,-5,-3,0,2.3
C[C@]12C(=O)N(c3ccc(Br)cc3)C(=O)N1[C@@H]1c3ccccc3OC[C@@H]1[C@H]2c1ccccc1,102,-9,-36,5,6,-7,0,2,0.3
CCc1nc2n[nH]c(N)c2c2c1CSC(C)(C)C2,96,-10,-9,-2,5,-3,-18,5,0.1
COCC1=C(C(=O)OC)C(c2ccco2)n2ncnc2N1 (centres undefined),91,-4,21,-1,2,-6,0,x,2.8
Cc1cc2ccccc2n2c(SCC(=O)Nc3ccc(S(=O)(=O)N4CCCCC4)cc3)nnc12,98,-7,3,-1,9,-3,-10,2,0.2
O=c1c(-c2ccc(F)cc2)coc2cc(O)ccc12,x,3,18,-12,-7,-5,11,5,-0.9
Cc1ccc(/C=N/N2CCN(Cc3ccccc3)CC2)s1,96,-7,-23,4,3,-5,7,-3,-0.3
COc1cc(C(=O)NCC(C)C)c([N+](=O)[O-])cc1OC,105,-12,-4,0,-1,-4,4,2,1.6
CCCSCCCNC(=O)c1ccc(NC(=O)C2=CSCCO2)cc1,100,8,32,-5,0,-6,-9,-5,-0.6
COc1ccccc1S(=O)(=O)Cc1ccc(C(=O)NCCCN2CCN(c3ccc(F)cc3)CC2)o1,104,8,44,-2,2,-2,15,6,-1.8
COc1ccccc1C=NN=Cc1ccccc1OC,x,x,x,1,x,-3,0,5,6.3
Cc1ccc(NC(=O)c2cc3ccccc3o2)nc1,x,x,x,8,6,-3,-5,2,0.0
Cc1ccc(S(=O)(=O)N2CCOCC2)cc1NC(=O)CN1CCN(C)CC1,x,x,x,4,-4,-3,-15,2,8.1
Cc1cc(C)nc(NC(=O)c2c(-c3ccccc3Cl)noc2C)n1,93,-3,7,3,0,-2,-7,-3,-1.0
COc1cc(C)c(NC(=O)C(=S)NCCc2ccccc2)cc1C,103,-6,-103,-2,2,0,-5,0,1.7
CC(C)(C)c1ccc(-n2nc(C#N)c(Cl)cc2=O)cc1,99,21,-10,-5,x,-9,14,x,51*
C=CCn1c(SCC(=O)N(C)c2c(N)n(Cc3ccccc3)c(=O)[nH]c2=O)nnc1-c1ccccc1OC,107,-9,-5,7,4,-5,-6,-4,-0.3
COCCNc1nnc(SC(C)C(=O)Nc2c(C)n(C)n(-c3ccccc3)c2=O)s1 (centres undefined),98,6,8,1,1,6,2,4,-1.0
COc1cc(/C=C2\C(=N)N3N=C(S(C)(=O)=O)SC3=NC2=O)ccc1OC(=O)c1ccco1,104,-183,24,-2,7,-8,5,-25,-1.2
O=C(NC1CCN(S(=O)(=O)c2ccccc2)CC1)c1ccccc1,102,-3,36,-1,-6,-6,-12,4,-3.0
O=C(O)c1ccccc1SCc1cn2cc(Br)ccc2n1,100,28,39,4,3,-3,22,1,15
NS(=O)(=O)c1ccc(CCNC(=O)CNC(=O)COc2ccccc2)cc1,102,-15,x,-8,3,-11,18,2,-3.2
O=C(CSc1ccc([N+](=O)[O-])cn1)Nc1ccc(N2CCOCC2)cc1,98,-4,-11,1,-5,-2,27,1,1.0
O=C(/C=C/c1ccc(Cl)cc1)N1CCN(c2ccccn2)CC1,102,-4,-24,10,11,-2,15,7,-3.1
CCCCCc1c(C)nc(SCC(=O)O)[nH]c1=O,106,-12,28,4,-10,2,-49,11,1.4
CC1CCC(NC(=O)CN2CCN(S(=O)(=O)c3ccc(Br)s3)CC2)CC1 (centres undefined),x,x,x,6,x,-8,-5,x,0.1
Cn1cc(-c2ccccc2C(=O)O)c(=O)c2cc(Cl)ccc21,103,0,6,-3,-3,-8,5,2,-0.6
Cc1ccc2nc(SCC(=O)N3CCCC3)nc(=O)n2c1,x,x,x,9,0,-1,-18,3,1.2
COc1cc([N+](=O)[O-])ccc1NC(=O)CSc1n[nH]c(C(C)C)n1,98,0,6,5,-3,9,-5,0,-0.1
Cc1ccc(C)c(N2CCN(S(=O)(=O)c3ccc4c(c3)oc(=O)n4C)CC2)c1,103,-13,2,-2,1,-1,3,1,0.0
CCN1C(=O)[C@H]2[C@H]3CN=C(SCc4ccc(Cl)cc4)N3[C@@](CC)(C(=O)OC)[C@H]2C1=O,x,x,x,9,x,-3,12,4,1.4
COc1ccccc1-n1c(SCC(=O)Nc2cccc3ccccc23)nc(O)cc1=O,106,5,20,2,2,4,7,0,0.1
CCN(C(=O)CSc1nnc(Nc2cccc(C)c2C)s1)C1CCS(=O)(=O)C1 (centres undefined),119,5,-3,-1,1,-6,18,-2,-2.2
Nc1nccc(-c2cc(-c3ccc(Cl)cc3Cl)no2)n1,98,13,-3,0,15,-4,6,2,-2.3

# Part of the list above, reduced to pCIP destab and IDE cell activ:
molecule,pCIP destab,IDE cell activ
CCCSCCCNC(=O)c1ccc(NC(=O)C2=CSCCO2)cc1,8,-5
COc1ccccc1S(=O)(=O)Cc1ccc(C(=O)NCCCN2CCN(c3ccc(F)cc3)CC2)o1,8,6

# Later entries:
SMILES,MEKK3 PB1 HTS,pCIP destab,PHOSPHO1 block,M4 PAM,IDE cell inh,GalR3 antag,CRFR2-BP antag,IDE cell activ,CRFR2-BP ag
Cc1cccc(-c2oc3ccc(-c4ccc5c(c4)OCO5)cc3c2C(=O)OCc2ccc(O)cc2)c1,104,-24,-13,8,-1,0,-2,3,1.4
Cn1cccc1-c1nc2ccc(NC(=O)c3cccs3)cc2[nH]1,98,-5,34,3,3,0,-20,6,-0.1
CSc1ccc(C(=O)C2CCCN(C(=O)c3cccnc3SC)C2)cc1 (centres undefined),71,-23,32,-17,-4,1,-7,3,0.8
CCOc1ccc(NC(=O)NNC(=O)c2cccnc2)cc1,99,-3,15,9,1,-1,4,7,0.2
N#Cc1cnn(-c2cccc(Cl)c2)c1N,102,-3,42,-6,6,-6,5,-1,-0.4
CCCn1nnnc1NCc1cccn1C,93,11,-4,-14,-1,-4,-11,1,2.0
O=C(NCCCN1CCOCC1)c1ccc(Cl)c([N+](=O)[O-])c1,x,x,x,-3,-1,-3,1,x,-1.4
O=C(O)CSc1nnc(-c2ccncc2)n1C1CCCCC1,104,-4,1,6,4,-4,12,1,2.6
COc1cccc(CSc2nc3ccccc3[nH]2)c1,97,-2,-1,-2,-6,-6,-21,2,3.1
CN(C)c1cccc(C(=O)NNC(=O)CSc2ccccc2)c1,101,-6,11,9,0,-10,1,0,0.0
[O-][n+]1c2c(nn1-c1ccccc1)/C(=N/O)CCC2,100,-9,28,-3,7,-4,3,1,-0.1
COc1ccc(S(=O)(=O)N(C)CC(=O)NC2CCCCC2)cc1OC,99,-2,16,3,-1,-5,51*,4,-0.3
CCc1ccc(NC(=O)CSc2nc(=O)n(CCCN(C)C)c3c2CCC3)cc1,x,x,x,8,1,-3,-13,4,0.7
N#Cc1ccc(CN2CCN(C(=O)CN3C(=O)NC4(CCCC4)C3=O)CC2)cc1,x,x,x,5,x,-2,10,3,-0.9
OCC1(CCc2ccccc2)CCN(Cc2c(F)ccc(F)c2F)CC1,97,3,-1,-5,3,-8,-10,2,0.2
CCn1c(SCC(=O)Nc2cc(NC(C)=O)ccc2OC)nnc1-c1ccncc1,99,-3,22,x,x,3,x,x,x

# In the list so far, 10 have a Cl atom:
SMILES,MEKK3 PB1 HTS,pCIP destab,PHOSPHO1 block,M4 PAM,IDE cell inh,GalR3 antag,CRFR2-BP antag,IDE cell activ,CRFR2-BP ag
C/C(Cn1nnc2ccccc21)=N\OC(=O)c1cc(F)c(F)cc1Cl,81,-19,19,4,2,-4,-26,5,-1.2
COc1ccc(C(=O)NCC(=O)OCC(=O)N2N=C(c3ccc(Cl)cc3)CC2c2ccco2)cc1OC (centres undefined),82,-4,40,-6,-3,-5,-3,0,2.3
Cc1cc(C)nc(NC(=O)c2c(-c3ccccc3Cl)noc2C)n1,93,-3,7,3,0,-2,-7,-3,-1.0
CC(C)(C)c1ccc(-n2nc(C#N)c(Cl)cc2=O)cc1,99,21,-10,-5,x,-9,14,x,51*
O=C(/C=C/c1ccc(Cl)cc1)N1CCN(c2ccccn2)CC1,102,-4,-24,10,11,-2,15,7,-3.1
Cn1cc(-c2ccccc2C(=O)O)c(=O)c2cc(Cl)ccc21,103,0,6,-3,-3,-8,5,2,-0.6
CCN1C(=O)[C@H]2[C@H]3CN=C(SCc4ccc(Cl)cc4)N3[C@@](CC)(C(=O)OC)[C@H]2C1=O,x,x,x,9,x,-3,12,4,1.4
Nc1nccc(-c2cc(-c3ccc(Cl)cc3Cl)no2)n1,98,13,-3,0,15,-4,6,2,-2.3
N#Cc1cnn(-c2cccc(Cl)c2)c1N,102,-3,42,-6,6,-6,5,-1,-0.4
O=C(NCCCN1CCOCC1)c1ccc(Cl)c([N+](=O)[O-])c1,x,x,x,-3,-1,-3,1,x,-1.4

# Bioassay records as filed in PubChem BioAssay.
